# From PubChem
# IEC-6 tox = kills IEC-6 intestinal cells in KLF5 counter-screen; IEC-6 cytotoxicity, luminescence viability; inhibition, % at 5 µM; hit rate 0.78% among 290,000; in the data active = inhibition above about 22%;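 also: 0% = plate median of test compound wells and 100% = cytotoxic reference compound wells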
# aSyn 5UTR inh = 5' untranslated region of α-synuclein, MLPCN primary screen; inhibition, % (tested at 7.5 µM); AID 1813; hit rate 0.82% among 300,000; alpha-synuclein 5'UTR reporter, inhibitor activity; in the data active = inhibition above about 60%;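 also: H4 neuroglioblastoma cells stably carrying SNCA 5'UTR luciferase fusion; 0% = DMSO wells and 100% = positive control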
# KLF5 inh = inhibitors of KLF5 expression; DLD-1 KLF5 promoter-luciferase reporter, luminescence; inhibition, % at 5 µM; hit rate 0.23% among 290,000; AID 1700;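 active = inhibition above a per-plate limit of that plate's mean compound inhibition plus 3 SD, cut at about 60% in these data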;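 also: 0% = DMSO wells and 100% = LY294002 at 200 µM; higher means less KLF5 promoter-driven luciferase light; inactives centre near -14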
# SKKanGAS inh = SKKanGAS growth inhibition; hit rate 1.3% among 300,000; AID 1662; S. pyogenes SKKanGAS, kanamycin growth, BacTiter-Glo, 6 h; inhibition, % at 7.5 µM;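 active = mean replicate score, as percent of positive control median, at least 50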;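 also: strain carries kanamycin resistance gene driven by streptokinase promoter and grows in 40 µg/ml kanamycin; loss of luminescence reflects streptokinase promoter inhibition or plain growth inhibition; 0% = median of DMSO wells and 100% = positive control at its reference dose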
# HSF1 inhib = HSF1 inhibition; NIH3T3-HGL HSE-luciferase, MG132-induced, luminescence 8 h; active compounds read low; activity change, negative = inhibition, % at 7.5 µM (by protocol); hit rate 0.77% among 300,000; AID 2098;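 active = more than half of replicate wells show activity change below -50%, luminescence cut by over half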;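 also: luciferase reports HSF-1 transcriptional activity via heat shock element; 0% = median of DMSO wells and -100% = zero luminescence signal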
# HIF act = HIF pathway transcriptional activation; AID 1910; hit rate 0.32% among 300,000; activation, % at 7.5 µM (by protocol); U2OS HRE-luciferase reporter, luminescence; normalized: DMSO 0%, desferrioxamine 100%;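 active = mean activation of at least 10% of the iron chelator positive control signal, with at least half of replicates also reaching 10%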
# AI-2 QS mod = Vibrio harveyi AI-2 quorum sensing modulation; activity change, % at 7.5 µM; hit rate 0.4% among 300,000; Vibrio harveyi JMH597 AI-2 luminescence/OD600 ratio, 9 h; active compounds read low; strain lacks LuxN and CqsS sensors; 0 = neutral-control median; in the data active = activity change below about -75%, passing the limit was not always enough;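 also: luminescence divided by OD600 gain over 9 h not by final OD600 alone; inactives centre near 13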
# HSP90 inh = inhibitors of HSP90 luciferase refolding in rabbit reticulocyte lysate. luciferase refolding luminescence, 3 h. inhibition, % at 5.6 µM. hit rate 0.91% among 290,000;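 active = inhibition above the screen-wide mean plus 3 SD, computed separately per campaign, cut at about 16% in these data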;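 also: 0% = DMSO wells and 100% = 60 µM geldanamycin wells; inhibitors lower the luminescence because luciferase stays unfolded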
# Platelet DG rel = modulates dense granule release in human platelets | hit rate 0.22% among 300,000 | AID 1663 | human platelet-rich plasma, SFLLRN dense granule ATP release, luminescence | inhibition, %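 (compounds screened at 7.5 µM in platelet-rich plasma)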;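 active = mean replicate score, as percent of positive control, at or above 50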
# HSF-1 act = increases HSF-1 driven luciferase reporter signal | activation, % at 9 µM | NIH3T3-HGL HSF-1 luciferase reporter, MG132, 8 h; 100% = twice DMSO control signal | AID 504408 | hit rate 1.7% among 300,000;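 active = mean replicate activation of at least 50% with a set share of replicates each reaching 50%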;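 also: 0% = median of the neutral control wells and 100% = twice that signal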
# * hit, by the source's call; · = no result given; & = joins results of further samples.
SMILES,IEC-6 tox,aSyn 5UTR inh,KLF5 inh,SKKanGAS inh,HSF1 inhib,HIF act,AI-2 QS mod,HSP90 inh,Platelet DG rel,HSF-1 act
COCCOC(=O)C1=C(C)NC(=O)CC1c1cc2c(cc1Br)OCO2 (configuration not stated),2,-1,-7,3,4,2.1,29,7,1,13
CC(C)Oc1ccc(CCC(=O)N/N=C/c2ccncc2)cc1,3,-20,-18,-10,2,0.2,-1,1,-4,4
CCN(CC)S(=O)(=O)c1cccc(S(=O)(=O)c2cccc(S(=O)(=O)N(CC)CC)c2)c1,2,30,-16,-14,-16,-0.6,12,1,11,-27
COc1cc(-c2nnc(SCC(=O)N(Cc3ccccc3)C(C)(C)C)o2)cc(OC)c1OC,6,0,-9,3,0,-0.6,21,1,-4,4
COc1cc(/C=N\NC(=O)CNC(=O)c2cccc([N+](=O)[O-])c2)ccc1O,-4,-5,-29,1,-6,0.3,23,2,1,7
Cc1cccc([C@@H]2[C@@H]3C(=O)N(C)C(=O)[C@@H]3[C@@H]3C(=O)Nc4ccccc4C(=O)N23)c1,-3,-5,-15,1,-6,-5.6,36,-3,-10,7
CC(=O)c1ccc(Oc2ccc(C(C)=O)cc2)cc1,-1,-96,-50,-3,9,3.0,-5,-2,4,56*
Cc1ccc(S(=O)(=O)c2ccc(Oc3ccccc3)cc2)cc1,1,17,-2,3,-43,-0.4,-56,-4,1,-57
N#Cc1ccc(-c2ccccc2)nc1SCC(=O)c1cc2ccccc2oc1=O,-1,-39,-17,109*,-2,0.8,23,-2,4,13
COc1ccccc1C(=O)COC(=O)CN1C(=O)NC2(CCCC2)C1=O,·,4,·,1,-9,0.5,35,·,7,-3
CCc1cc(=O)oc2cc(OCC(=O)N3CC[C@@]4(O)CCCC[C@H]4C3)ccc12,1,14,-21,-4,0,-0.1,20,-6,4,-2
CCOC(=O)c1c(C)nn(Cc2cccc(Cl)c2)c1N,1,-4,-6,-1,2,0.2,-9,-3,-2,2

# Reprinted at random: 2 entries already listed
SMILES,IEC-6 tox,aSyn 5UTR inh,KLF5 inh,SKKanGAS inh,HSF1 inhib,HIF act,AI-2 QS mod,HSP90 inh,Platelet DG rel,HSF-1 act
N#Cc1ccc(-c2ccccc2)nc1SCC(=O)c1cc2ccccc2oc1=O,-1,-39,-17,109*,-2,0.8,23,-2,4,13
Cc1ccc(S(=O)(=O)c2ccc(Oc3ccccc3)cc2)cc1,1,17,-2,3,-43,-0.4,-56,-4,1,-57

# Next results
SMILES,IEC-6 tox,aSyn 5UTR inh,KLF5 inh,SKKanGAS inh,HSF1 inhib,HIF act,AI-2 QS mod,HSP90 inh,Platelet DG rel,HSF-1 act
COc1ccc(C(=O)c2sc3nc(C)cc(-c4cccs4)c3c2N)cc1OC,6,40,1,22,2,-2.6,8,0,-38,-6
Cc1cccc(OCC(O)CN2CCN(S(=O)(=O)c3ccc(C)cc3C)CC2)c1 (configuration not stated),2,39,-23,-6,12,-0.2,14,-3,-27,27
COc1cc2nc(C(C)(C)C)oc(=O)c2cc1OC,3,-14,-8,5,-15,-0.3,-4,1,2,1
COc1c(C(=O)Nc2ccc(Cc3ccncc3)cc2)ccc2ccccc12,3,-11,12,-1,6,1.1,24,2,14,6
CCOCCCNC(=O)C1(O)c2ccccc2NC(=O)N1c1ccc(Cl)c(Cl)c1 (configuration not stated),-4,8,-29,-1,-4,-10.0,22,-3,3,0
Cc1cc(NC(=O)CCC(=O)N(Cc2ccco2)C(C(=O)NC2CCCC2)c2ccc(F)cc2)no1 (configuration not stated),-5,6,-8,0,-1,-0.3,8,-3,-26,20
Cc1onc(NC(=O)c2ccc(Cl)cc2Cl)c1Br,-1,-145,-24,0,15,2.0,13,2,-1,8
Cc1ccccc1NC(=O)c1ocnc1C,-3,2,-34,-1,-3,0.0,20,-6,1,-17
CCOCN(C(=O)Cn1c(C(C)O)nc2ccccc21)c1c(C)cccc1CC (configuration not stated),0,-4,-7,-3,7,0.3,26,-2,-4,10
O=C(Nc1cccc2ncccc12)c1cccc(Br)c1,2,-13,-35,11,4,-2.1,5,-3,-1,1
Cc1c(C(=O)N2CCC[C@H]2C(N)=O)oc2c(F)cccc12,-2,-40,-49,2,13,0.8,12,-4,0,4
COc1ccc(NC2=NC(=S)N(c3ccccc3C)C23CCCCC3)cc1,-6,-14,-23,-1,2,-0.6,5,-3,6,0
CCOC(=O)CN1C(=O)N[C@@H](c2cccc(C(F)(F)F)c2)C(C(C)=O)=C1C,·,13,·,1,10,-1.0,19,·,9,14
Cc1cc2c(C)nc(N/N=C/c3ccc([N+](=O)[O-])cc3)nc2o1,1,-30,-7,4,1,0.8,27,8,2,-1
Cc1ccc(Cl)cc1NC(=O)COC(=O)C12CC3CC(CC(C3)C1)C2,5&-2,0&13,-19&-18,28&29,2&-3,-0.3&-0.3,17,8&-3,-2,20&-1
CC(=N)C1=C(O)CC(C)(C)CC1=O,-1,8,-20,6,-1,-0.1,8,4,-2,17
C/C(=N\NC(=O)CNC(=O)c1cccnc1)c1cccc(O)c1,3,-3,-11,1,16,0.2,8,-1,0,23
CC(=O)n1nc(-c2ccccc2)nc1NCc1ccc(F)cc1,1,-26,-31,-4,0,2.3,11,2,-6,12
COc1ccc2c(c1OC)C(=O)OC2CC(=O)c1ccc(O)cc1 (configuration not stated),-4,14,-48,-2,-3,-0.2,8,-3,9,-7
CNc1ccc(Br)cc(C(=O)/C=C/c2ccc3c(c2)OCO3)c1=O,-10,-35,-9,8,12,-0.2,12,0,-1,38
O=S(=O)(c1ccc(F)cc1)N1CCCNCC1,2,7,-64,-1,-4,-0.3,14,-3,5,-4
COc1ccc(OC)c(NC(=O)COC(=O)c2nc(Cl)ccc2Cl)c1,-3,2,0,7,-10,-0.9,3,-5,3,7
O=C1CCCC(O)=C1Sc1cc(Cl)c(Cl)cc1Cl,·,10,·,8,-6,0.3,27,·,7,8
Cc1cccc(CN2CCC(CNC(=O)Cn3ncc4c([nH]c5ccccc54)c3=O)CC2)c1,4,29,-9,-1,-6,0.6,-2,-2,-4,-6
O=C(/C=C/c1ccc(Br)cc1)NC(=S)NNC(=O)c1ccco1,-1,-1,-15,106*,0,0.8,-100*,-3,-3,-1
CC(C)Sc1nnc([C@@H]2CCCN2C(=O)OC(C)(C)C)o1,0,8,-23,-3,-2,-0.1,-2,0,23,9
CCOC(=O)c1c(NC(=O)CN2CCCCC2)sc(C)c1C,2,15,-24,6,-6,-0.5,17,1,-2,11
COc1cccc(CCNC(=O)CC2C(=O)NCCN2Cc2ccc(C)o2)c1 (configuration not stated),-4,-11,-20,2,5,0.0,-7,3,5,32
COc1ccc(S(=O)(=O)NCC(c2ccc3c(c2)OCO3)N2CCOCC2)cc1 (configuration not stated),·,-24,·,-13,0,-0.8,-11,·,5,-25
COc1cccc(C(=O)Nc2c(F)c(F)c(F)c(F)c2F)c1,-3,-6,-2,3,-4,0.3,3,0,2,0
C[C@@H]1CC[C@H](O)/C=C/C(=O)O[C@H](C)CC[C@H](O)/C=C/C(=O)O1,·,16,·,1,1,0.3,0,·,15,-7
S=c1[nH]ccn1CCc1ccccc1,-2,-4,18,4,-1,0.8,4,4,4,10
Cc1ccc(CN2CCCN(Cc3cc(C)ccc3C)S2(=O)=O)cc1,-4,5,-62,45,3,-0.7,11,8,4,3
O=C1OC(Nc2ccc3c(c2)OCO3)c2ccccc21 (configuration not stated),-2,-35,-5,6,10,0.2,20,0,1,30
COc1ccc2[nH]c(=O)c(CN(C(=O)c3cccnc3)c3ccc(C)cc3)cc2c1,-2,-3,-16,-4,-2,-0.2,29,-3,6,-7
Cc1ccc(NC(=O)CCC(=O)c2ccc(F)cc2)cc1Cl,1,19,-3,-8,-1,0.1,-38,0,-1,-8
COc1cc(/C=C2\NC(=S)N(C)C2=O)ccc1OCc1cccc(F)c1,-7,-18,-52,1,3,-0.9,27,-3,1,1
CCNC(=O)C1CCCc2c1[nH]c1ccc(Cl)cc21 (configuration not stated),4,0,-8,10,-1,0.2,14,-2,-2,13
COc1ccccc1N1CCN(C(=O)COc2ccc(S(=O)(=O)NC(C)C)cc2)CC1,1,-7,10,-5,-4,-0.7,17,0,-1,0
Cc1ccc(NC(=S)N(CCN(C)C)Cc2cc3cccc(C)c3[nH]c2=O)cc1,11,-60,5,4,6,-1.0,8,4,3,38
Cc1cc(NS(=O)(=O)c2ccc(NC(=O)CCCOc3cccc(C)c3C)cc2)no1,4,9,-3,6,1,0.3,10,5,-13,3
O=C(Nc1ccc(-n2nncc2-c2ccco2)cc1)c1ccc(F)cc1,-4,-10,-2,6,6,0.2,41,0,-3,14
CCCCCC(=O)N1CCCC(c2nc(-c3ccc(OC)cc3)no2)C1 (configuration not stated),-5,-19,-11,-6,4,-0.4,5,-2,0,14
CC(OC(=O)C1CSC2(C)CCC(=O)N12)C(=O)Nc1cccc(C#N)c1 (configuration not stated),·,-9,·,0,3,0.0,1,·,-2,4
CC(C)(C)c1ccc(-n2nc(C(N)=O)c(O)cc2=O)cc1,7,19,8,5,4,-0.3,17,4,10,-9
Cc1c(NS(=O)(=O)c2ccc(Cl)c(C(=O)OCC(=O)NCc3ccco3)c2)c(=O)n(-c2ccccc2)n1C,2,21,8,0,2,-0.3,18,6,-2,1
CCc1ccc(S(=O)(=O)NCc2cn3cccc(C)c3n2)s1,0,14,-22,5,0,0.0,18,0,0,2
CC(=O)NNC(=O)CSc1nnc(-c2ccccc2)c(-c2ccccc2)n1,-8,-2,-5,-1,-6,-10,8,3,0,2
CCOC(=O)c1cn(Cc2ccccc2)c2cc(C)nn2c1=O,-12,23,-25,1,3,-0.6,25,3,8,5
CCN(CC)c1ccc(C(=O)N/N=C(\C)c2cccc(OC)c2)cc1,2,-13,-21,2,2,-0.1,25,2,-2,0
CCCCn1c(N)c(N(CCOC)C(=O)c2oc3ccc(OC)cc3c2C)c(=O)[nH]c1=O,2,-17,-44,-3,2,0.0,9,1,24,0
Cc1oc(/N=C/c2cccc([N+](=O)[O-])c2)c(C#N)c1C,-4,10,-26,2,-2,-0.3,-1,3,6,24
Oc1c(I)cc(Cl)c2cccnc12,-1,-19,-13,100*,-31,-0.2,-108*,-3,2,-28
CC1Cc2ccccc2N1C(=O)CN1CCC(C(N)=O)CC1 (configuration not stated),3,26,-2,-6,-12,0.2,6,-4,-14,-15
CC(C)Cn1c(=O)c2sccc2n2c(CCCC(=O)N3CCC(N4CCCCC4)CC3)nnc12,3,-3,-23,-3,3,-0.5,6,-5,-2,-4
COc1ccc(-c2[nH]ncc2N=Nc2ccccc2)cc1,15,2,-5,29,15,1.9,19,2,-6,30
Cc1ccc(S(=O)(=O)Nc2ccc(C(=O)N3CCCC3)cc2)cc1,-11,-10,-12,-4,0,0.5,22,1,-6,0
Nc1nc2nc(-c3ccccc3)cc(=O)n2[nH]1,-2,-3,-33,2,2,0.1,15,0,-1,-11
CCN(CC)C(=O)CSc1nnc(-c2ccccc2)n1-c1ccccc1,3,6,-29,-5,-17,0.1,10,0,16,-33
CC1CCCN(C(=O)CCS(=O)(=O)c2ccc3c(c2)n(C)c(=O)c(=O)n3C)C1 (configuration not stated),0,-1,5,-1,-5,0.0,7,1,-1,1
COc1ccc(C(C(=O)NC2CCCC2)N(C(=O)c2ccco2)c2ccc3c(c2)OCO3)cc1OC (configuration not stated),-1,6,-15,7,0,-35,-10,2,-11,27
CN(CC(=O)Nc1ccc(Cl)cc1)C(=O)c1ccc(S(=O)(=O)Nc2ccccc2)cc1,·,1,·,-10,-2,-0.3,47,·,-15,-4
